# High-throughput results from PubChem BioAssay.
# Pol kappa inh = qHTS for Inhibitors of Polymerase Kappa; DNA polymerase kappa (Homo sapiens), Q9UBT6; purified Pol kappa, fluorescent DNA synthesis assay, 10 min; Potency, µM (top dose mostly 107 µM), without a hit: at the top dose activity, negative = inhibition, hits mostly inhibitors; hit rate 0.53% among 400,000; AID 588579, 2011; also: potency is read from the fitted curve at half-maximal effect; % is scaled to controls: 0 for no effect and ±100 for the full control effect
#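 Kinetic fluorescence readout at 0 and 10 min followed reaction start with substrate at 50 nM final. Beforehand, enzyme (10 nM Pol kappa) stood 15 min with compound at room temperature; buffer-only wells were negative controls.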
# POLI inh = qHTS for Inhibitors of Polymerase Iota; DNA polymerase iota (Homo sapiens), Q9UNA4; Pol iota fluorescent replication assay, 10 min; Potency, µM (top dose mostly 115 µM), without a hit: at the top dose activity, negative = inhibition, hits mostly inhibitors; hit rate 1% among 390,000; also: potency is read from the fitted curve at half-maximal effect
#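 Fluorescent replication assay read twice, at 0 min and 10 min after adding 50 nM (final) substrate. Enzyme (10 nM) and compounds were first incubated 15 min at room temperature; enzyme-free buffer wells were negative controls.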
# Pol eta inh = qHTS for Inhibitors of Polymerase Eta | DNA polymerase eta (Homo sapiens), Q9Y253 | recombinant Pol eta, fluorescent DNA replication assay | Potency, µM (series often up to 114 µM), for the others: at the highest dose activity change, negative = inhibition, hits mostly inhibitors | hit rate 1.2% among 390,000 | AID 588591, 2011; also: potency is read from the fitted curve at half-maximal effect; % is scaled to controls: 0 for no effect and ±100 for the full control effect
#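 Pol eta at 10 nM preincubated with compounds 15 min at room temperature; reaction started with fluorescent substrate (50 nM final) and read kinetically at 0 and 10 min.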
# Apoferritin bind = qHTS Assay for Identification of Novel General Anesthetics. Ferritin light chain (Equus caballus), P02791. apoferritin/1-aminoanthracene competitive binding, fluorescence. Potency, µM (doses to about 77.5 µM), for the others: top-dose activity change, negative = displacement, actives largely listed as inhibitors. hit rate 0.074% among 350,000. AID 485281, 2010; also: potency is read from the fitted curve at half-maximal effect; % is scaled to controls: 0 for no effect and ±100 for the full control effect; nearly all actives have a fitted effect of over 20% in size
# Target sequence (P02791 2-175 limits assumed): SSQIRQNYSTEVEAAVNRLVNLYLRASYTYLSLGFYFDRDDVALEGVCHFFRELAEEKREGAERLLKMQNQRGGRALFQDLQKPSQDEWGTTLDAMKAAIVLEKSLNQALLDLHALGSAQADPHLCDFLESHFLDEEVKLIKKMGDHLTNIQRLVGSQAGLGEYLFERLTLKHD
#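 Read-out: endpoint 1-AMA fluorescence, excitation 380 nm and emission 535 nm, after compounds sit 10 min at room temperature with 10 uM horse-spleen apoferritin in 50% saturated 1-AMA/PBS. Values come from four-parameter Hill fits.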
# Pol beta inh = qHTS Assay for Inhibitors of DNA Polymerase Beta; P06746; Pol beta primer extension/strand displacement, fluorescence kinetic; Potency, µM (highest dose often 114 µM), without a hit: at the top dose activity change, negative = inhibition, usual class: inhibitors; hit rate 1.3% among 340,000; AID 485314, 2010; also: potency is read from the fitted curve at half-maximal effect; % is scaled to controls: 0 for no effect and ±100 for the full control effect
#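 Values derive from four-parameter Hill fits of normalized kinetic data: reads at 0 and 10 min following addition of 50 nM substrate to 10 nM Pol beta preincubated 15 min with compound.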
# BLM helicase inh = qHTS Assay for Inhibitors of Bloom's syndrome helicase (BLM); Potency, µM (doses to about 56.1 µM), for the others: at the top dose activity change, negative = inhibition, most hits filed as inhibitors; recombinant BLM DNA unwinding, fluorescence dequenching; AID 2528, 2010; RecQ-like DNA helicase BLM (Homo sapiens), P54132; hit rate 0.2% among 350,000;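 also: potency is read from the fitted curve at half-maximal effect; plate controls were vehicle for no effect and no enzyme for full effect; nearly all actives have a fitted effect of over 35% in size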
# APE1 inh = qHTS Assay for Inhibitors of the Human Apurinic/apyrimidinic Endonuclease 1 (APE1). hit rate 0.35% among 350,000. recombinant APE1, TAMRA/BHQ-2 abasic DNA cleavage fluorescence. Potency, µM (titrated, usually from 65.8 µM), without a hit: at the highest dose activity change, negative = inhibition, most hits filed as inhibitors. DNA repair nuclease/redox regulator APEX1 (Homo sapiens), P27695;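 also: potency is read from the fitted curve at half-maximal effect; plate controls were vehicle for no effect and reference inhibitor for full effect; nearly all actives have a fitted effect of over 55% in size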
# Target sequence (P27695 whole entry, looked up): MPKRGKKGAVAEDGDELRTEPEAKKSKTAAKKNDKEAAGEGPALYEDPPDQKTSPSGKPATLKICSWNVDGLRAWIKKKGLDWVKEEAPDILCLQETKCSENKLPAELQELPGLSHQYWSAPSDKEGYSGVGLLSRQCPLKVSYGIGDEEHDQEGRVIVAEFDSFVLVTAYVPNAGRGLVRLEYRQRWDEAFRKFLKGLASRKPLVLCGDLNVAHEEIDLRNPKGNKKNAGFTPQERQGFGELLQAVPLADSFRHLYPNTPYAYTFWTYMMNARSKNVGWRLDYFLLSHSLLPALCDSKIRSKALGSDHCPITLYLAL
#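 Quantitative HTS: incision of a TAMRA/BHQ-2 double-stranded substrate bearing a tetrahydrofuran abasic site by 0.75 nM APE1 raises fluorescence. Substrate 50 nM final, added after 15 min compound preincubation at room temperature; progress as third-minus-first kinetic read difference.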
# RXFP1 antagonist = qHTS Assay for Antagonists of the Relaxin Receptor RXFP1; Relaxin receptor 1 (Homo sapiens), Q9HBX9; HEK293-RXFP1, relaxin-stimulated cAMP HTRF, 30 min; active compounds read low; activity change, negative = inhibition, % at 57.5 µM; hit rate 0.59% among 350,000; AID 1259400, 2018;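 active = activity change of -60% or lower, but not beyond a set lower limit; inconclusive = change between -60% and -40%, or beyond the set limit; inactive = change above -40%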; also: % is scaled to controls: 0 for no effect and ±100 for the full control effect
# PGK inhibitor = qHTS Assay to Find Inhibitors of Phosphoglycerate Kinase; PGK/GAPDH coupled, Kinase-Glo luminescence, 60 min; Potency, µM (series often up to 57.5 µM), without a hit: top-dose activity change, negative = inhibition, actives largely listed as inhibitors; hit rate 0.043% among 380,000; AID 602233, 2012; Phosphoglycerate kinase, glycosomal (Trypanosoma brucei brucei), P07378; also: potency is read from the fitted curve at half-maximal effect; % is scaled to controls: 0 for no effect and ±100 for the full control effect; nearly all actives have a fitted effect of over 60% in size
# Target sequence (P07378 whole entry, looked up): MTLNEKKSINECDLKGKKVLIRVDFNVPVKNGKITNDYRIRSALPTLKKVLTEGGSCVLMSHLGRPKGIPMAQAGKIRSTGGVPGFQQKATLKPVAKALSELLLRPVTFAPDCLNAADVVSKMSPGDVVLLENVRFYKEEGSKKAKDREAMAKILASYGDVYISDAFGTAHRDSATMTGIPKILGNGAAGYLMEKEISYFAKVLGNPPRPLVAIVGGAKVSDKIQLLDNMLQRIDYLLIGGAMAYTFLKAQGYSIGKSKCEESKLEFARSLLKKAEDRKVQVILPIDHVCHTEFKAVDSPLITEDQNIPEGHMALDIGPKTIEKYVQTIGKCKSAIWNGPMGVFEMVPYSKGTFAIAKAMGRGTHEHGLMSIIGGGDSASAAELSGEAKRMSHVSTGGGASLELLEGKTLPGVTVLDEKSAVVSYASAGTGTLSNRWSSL
#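 Luminescent ATP detection (Kinase-Glo Plus) follows a 60-minute room-temperature incubation, with wells lacking PGK as controls. Buffer: 100 mM TEA (pH 7.6), 5 mM MgCl2, 0.01% Tween-20. Coupling enzyme GAPDH (100 nM final) supplies unstable 1,3-BPG in-well.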
# Numbers without * were called inactive; i = inactive; ? = inconclusive; nt = not tested or not shown; & = joins results of further samples; [ ] = another dose, or the depositor's remark. Unless noted, calls follow the shape of the dose curve; as a rule, active = well fitted curve in the direction sought with a large enough effect; inconclusive = small, poorly fitted or top-dose-only effect, or another doubt; inactive = no such curve, though single readings can be large; an effect the other way counts as inactive or inconclusive.
SMILES,Pol kappa inh,POLI inh,Pol eta inh,Apoferritin bind,Pol beta inh,BLM helicase inh,APE1 inh,RXFP1 antagonist,PGK inhibitor
CCn1c(CNC(=O)c2cccc(C)c2)nnc1SCC(=O)NC1CCCC1,-9.7%,27.7%,-4.6%,-5.4%,11.0%,1.5%,-16.0%,7.6,-8.1%
COc1ccc(C)cc1NS(=O)(=O)c1ccc2c(c1)[C@H]1C=CC[C@H]1[C@@H](c1cccc(Cl)c1)N2,-30.4%,-8.0%,-13.5%,?,-21.0%,-13.5%,nt,-37.5,3.3%
CSCC[C@H](NS(=O)(=O)c1ccc(C)cc1)C(=O)N1CCC(C(=O)N[C@@H](C)C(=O)O)CC1,8.9%,13.2%,-14.8%,-4.7%,24.3%,3.7%,5.8%,nt,-0.4%
CC(=O)NN1C(=O)/C(=C2/Sc3ccc(Cl)cc3N2C)SC1=S,-10.2%,98.7%[activator],-15.0%,-12.7%,9.2%,-2.4%,-13.4%,3.0,1.4%
Cc1ccc(NCc2nnc(SCC(N)=O)o2)c(C)c1,-16.4%,54.2%[activator],-10.9%,-0.5%,-6.1%,-2.2%,3.7%,-7.2,6.4%
CCOC(=O)C(C)Nc1ncnc2onc(C)c12 (stereo not given),-2.0%,-1.2%,-3.5%,-2.9%,19.5%,-0.6%,nt,-6.0,-4.5%
Cc1ccc2sc(N(Cc3cccnc3)C(=O)CCS(=O)(=O)c3ccccc3)nc2c1C,-14.7%[60.1 µM],?,-0.4%,54.9%[activator],2.1%,-13.5%,nt,-16.3,i
COc1ccc(Cl)cc1N(CC(=O)N1CCCCC1)S(C)(=O)=O,6.0%,-2.3%,-19.2%,2.5%,1.6%,-2.6%,3.3%,15.3,-0.3%
COc1cccc(C2/C(=C(/O)c3ccc4c(c3)CC(C)O4)C(=O)C(=O)N2CC2CCCO2)c1 (stereo not given),-7.9%,15.3%,8.8%,-5.7%,23.3%,-4.2%,-6.6%,9.0,0.1%
CCN(CC)c1ccc(/C=C(/C#N)c2nc3ccccc3[nH]2)c(OC(C)C)c1,-13.6%,116.7%[activator],-26.1%,?,5.7%,-15.6%,-7.2%,nt,11.5%
Cc1ccc(-c2cc(-c3nnc(SCC(=O)N(C)CCC#N)n3N)c3ccccc3n2)cc1,-7.7%,?,-9.4%,-16.2%,15.5%,2.0%,-1.3%,-10.7,1.7%
O=C(COC(=O)C1(c2cccc(F)c2)CCCC1)NCc1ccc2c(c1)OCO2,-5.9%,-20.3%,-23.6%,-2.2%,16.8%,-4.0%,-5.4%,-27.2,-1.3%
O=C(c1nc2ccccc2s1)N1CCN(c2ccccn2)CC1,0.5%,-13.0%,-7.5%,5.1%,-5.6%,-1.9%,-3.5%,-10.3,i
O=C(Oc1ccc(OC(=O)N2CCCCC2)cc1)c1ccccc1,-4.0%,-7.4%,-4.1%,-1.4%,-1.1%,0.4%,-10.7%,2.2,-9.2%
COc1ccc(N2CCN(C(=O)c3cc(-c4cccs4)nc4ccccc34)CC2)cc1,-1.9%,64.0%[activator],-18.9%,-8.2%,1.9%,-6.8%,-9.4%,-18.7,-4.4%
CC(Cc1cccs1)NC(=O)c1cccc(Cl)c1 (stereo not given),-13.6%,15.1%,-11.6%,-16.2%,6.7%,-5.5%,3.8%,3.8,7.0%
C[n+]1ccc(C(=O)N/N=C/c2ccco2)cc1,-6.5%,30.0%,-3.8%,-2.8%,31.1%,-5.2%,16.4%,12.7,-7.8%
CCOC(=O)c1ccc(NC(=O)CN(c2ccc(C)cc2)S(=O)(=O)c2ccc(OC)cc2)cc1,8.8%,9.7%,-14.2%,33.9%[activator],1.6%,-9.4%,nt,-9.8,-1.4%
COCCNC(=O)C(c1ccc(C)o1)N(Cc1ccc(F)cc1)C(=O)Cn1nnc2ccccc21 (stereo not given),10.5%,-4.1%,-13.5%,-9.5%,-0.9%,-12.7%,?,2.0,-3.6%
CC(C)CC(=O)NNC(=S)Nc1ccc(S(N)(=O)=O)cc1,2.0%,77.5%[activator],-3.7%,-6.2%,-15.7%,-0.9%,4.6%,-11.0,9.8%

# The list goes on; it opens with the two that closed the last part.
SMILES,Pol kappa inh,POLI inh,Pol eta inh,Apoferritin bind,Pol beta inh,BLM helicase inh,APE1 inh,RXFP1 antagonist,PGK inhibitor
COCCNC(=O)C(c1ccc(C)o1)N(Cc1ccc(F)cc1)C(=O)Cn1nnc2ccccc21 (stereo not given),10.5%,-4.1%,-13.5%,-9.5%,-0.9%,-12.7%,?,2.0,-3.6%
CC(C)CC(=O)NNC(=S)Nc1ccc(S(N)(=O)=O)cc1,2.0%,77.5%[activator],-3.7%,-6.2%,-15.7%,-0.9%,4.6%,-11.0,9.8%
COc1ccc([C@H]2[C@H](C(=O)C(C)(C)C)N3N=Cc4ccccc4C3[C@]23N=C(c2ccccc2)OC3=O)cc1OC (stereo not given in full),1.3%,-5.2%,?,?,2.5%,-9.8%,-7.9%,-5.3,i
CCc1cc2c(SCC(=O)N(C)C3CCS(=O)(=O)C3)ncnc2s1 (stereo not given),-0.9%,10.1%,3.2%,-1.6%,?,-2.3%,2.7%,1.3,-9.3%
O=C(NC(=S)Nc1ncccn1)c1ccccc1Cl,-7.6%,-7.3%,-12.6%,3.0%,33.2%,3.1%,-2.9%,-2.5,4.8%
CCN(CC)c1ccc(NC(=O)COc2ccccc2C#N)cc1S(=O)(=O)Nc1ccccc1OC,-7.5%,58.4%[activator],-2.6%,-13.9%,-2.1%,2.4%,6.2%,4.6,-4.6%
CC(=O)Nc1ccc(NC(=O)CNS(=O)(=O)c2ccc(C)cc2)cc1,-6.7%[60.1 µM],42.1%[activator],-14.1%,-10.5%,-27.8%,-0.8%,0.3%,-3.2,-6.1%
O=C(CC1C(=O)NCCN1Cc1ccc(F)cc1)NC1CCCCCCC1 (stereo not given),3.4%,-29.5%,-5.4%,15.8µM*,11.8%,-1.7%,62.0%[activator],-2.8,-4.1%
COc1ccc(C)cc1N(C)C(=O)CCc1nc(-c2ccccc2F)no1,3.3%,9.1%,-2.4%,-4.4%,15.6%,-4.2%,nt,-3.5,-20.0%
COc1ccccc1/C=C/CN1CCCC(CCC(=O)NCc2ccc(F)c(F)c2)C1 (stereo not given),-6.5%,16.7%,-21.6%,-14.8%,1.6%,-0.1%,-3.5%,-10.9,-2.9%
CCOC(=O)C1(Cc2cccc(Cl)c2)CCCN(C(=O)C2CC2)C1 (stereo not given),-10.8%,42.9%[activator],0.8%,-11.4%,14.6%,-2.7%,-5.2%,-39.3,-3.1%
COc1cc(OC)cc(C(=O)NCC(=O)N2CC=C(c3ccccc3)CC2)c1,-3.0%,-7.7%,-17.8%,nt,nt,nt,37.5%,-13.8,i
COc1ccc(OCCCC(=O)Nc2cccc(SC)c2)cc1,-12.2%,3.1%,-10.6%,0.3%,9.5%,-4.8%,1.8%,28.1,15.4%
COCc1cc(S(=O)c2ccc(Cl)cc2)nc(C)n1 (stereo not given),11.0%,?,11.4%,-12.2%,-12.9%,-6.9%,-0.3%,-1.0,i
Cn1c2c(c(=O)n(C)c1=O)C(c1cc(Br)ccc1F)CC(=O)N2 (stereo not given),11.7%,4.4%,-3.0%,-2.4%,6.6%,-1.5%,nt,nt,-4.1%
CCCC(=O)Nc1ccccc1N1CCN(C(=O)C(C)C)CC1,1.4%,23.4%,2.9%,-8.9%,-16.0%,-5.4%,11.5%,8.7,4.6%
C=CCNC(=O)COc1ccc(S(=O)(=O)N2CCCC2)cc1,1.8%,-7.3%,-1.3%,-2.2%,-3.5%,-4.2%,-1.5%,1.0,-7.2%
CCC(=O)NCCn1ccc2ccccc21,-6.6%,29.6%,-9.7%,0.6%,-1.2%,-0.1%,0.5%,5.0,i
CCC(CC)C(=O)c1c[nH]c(C(=O)NCc2ccc(F)cc2)c1,-6.2%,29.0%,-15.6%,-7.5%,14.8%,-3.8%,24.1%,2.0,-2.4%
CC(/C=C/c1ccccc1)NC(N)=O (stereo not given),-15.1%,-7.5%,-13.6%,-11.2%,26.1%,-7.0%,-1.9%,11.4,nt
CC(=O)Nc1ccc(/C=N/N2C(=O)NC(C)(c3ccc(OC(F)F)cc3)C2=O)cc1 (stereo not given),-13.2%,-4.3%,-7.7%,-13.0%,1.4%,-3.1%,0.3%,-11.7,-5.9%
Cc1ccccc1-c1nnc(SCC(=O)Nc2cccnc2Cl)o1,-2.5%,-23.6%,-9.3%,nt,nt,nt,21.1%,1.8,-7.3%
CC(C)CCNC(=O)CN1N=C(c2ccc(Cl)cc2)CCC1=O,-17.2%,51.9%&17.0%[activator],-14.3%&-14.9%,?,5.0%&14.2%,-5.0%&-1.0%,13.5%,5.9&-16.0,-7.3%&-0.6%
C(=N\Nc1ccccn1)/c1ccc(N2CCOCC2)cc1,-4.7%,45.2%[activator],-1.8%,-5.0%,1.8%,-5.3%,-4.0%,-20.9,-15.4%
COc1ccc(Nc2nc3c(C)cccn3c(=O)c2C=O)cc1,10.7%,44.4%[activator],8.6%,-1.1%,32.3%,-9.4%,0.8%,-1.8,-8.4%

# Some of the compounds tested (hit frequency here may not be typical).
